Bioassay records deposited in PubChem by several laboratories.
NRP1-CendR mod = NRP-1/CendR interaction modulation; O14786; FAM-RPARPAR peptide binding to NRP-1, fluorescence polarization; inhibition, % at 25 µM; 360,000 tested, 0.85% active;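 active means inhibition or corrected inhibition above about 18%, plus a signal ratio from 0.5 to 1.5, limit read from the data, passing the limit was not always enough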; further: strong numbers were not always called active
MT1-MMP act inh = MT1-MMP (human) activation inhibition; P50281; HT1080 RFP-PRO-GFP cells, GFP/RFP ratio fluorescence, overnight; percent of plate control window, DMSO zero; GFP/RFP ratio change, % at 20 µM; 360,000 tested, 0.061% active; AID 651647;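 active means GFP/RFP ratio change of at least 30% with cell ATP level not reduced by more than half and red fluorescence within 50% of control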; further: strong numbers were not always called active
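Assay system: RFP-PRO-GFP reporter HT1080 cells; read-out basis: GFP/RFP fluorescence ratio; benchmarks: DMSO wells and RFP-L50D-GFP cells; doses: 20 µM single dose, 1% DMSO; schedule: overnight cell settling, then overnight compound exposure, 37 °C, 5% CO2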
Neddylation inh = blocks human cullin neddylation; P61081+Q13564; 360,000 tested, 0.58% active; TR-FRET cullin neddylation, biochemical; AID 651699; calls only at 25 µM; in the data active means inhibition above about 36%
Target sequence (P61081 whole entry, looked up): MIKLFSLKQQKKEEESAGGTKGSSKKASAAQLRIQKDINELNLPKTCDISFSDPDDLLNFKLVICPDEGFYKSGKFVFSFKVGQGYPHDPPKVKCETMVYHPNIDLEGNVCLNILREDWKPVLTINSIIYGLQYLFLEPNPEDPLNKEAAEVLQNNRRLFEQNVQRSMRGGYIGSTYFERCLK
Target sequence (Q13564 whole entry, looked up): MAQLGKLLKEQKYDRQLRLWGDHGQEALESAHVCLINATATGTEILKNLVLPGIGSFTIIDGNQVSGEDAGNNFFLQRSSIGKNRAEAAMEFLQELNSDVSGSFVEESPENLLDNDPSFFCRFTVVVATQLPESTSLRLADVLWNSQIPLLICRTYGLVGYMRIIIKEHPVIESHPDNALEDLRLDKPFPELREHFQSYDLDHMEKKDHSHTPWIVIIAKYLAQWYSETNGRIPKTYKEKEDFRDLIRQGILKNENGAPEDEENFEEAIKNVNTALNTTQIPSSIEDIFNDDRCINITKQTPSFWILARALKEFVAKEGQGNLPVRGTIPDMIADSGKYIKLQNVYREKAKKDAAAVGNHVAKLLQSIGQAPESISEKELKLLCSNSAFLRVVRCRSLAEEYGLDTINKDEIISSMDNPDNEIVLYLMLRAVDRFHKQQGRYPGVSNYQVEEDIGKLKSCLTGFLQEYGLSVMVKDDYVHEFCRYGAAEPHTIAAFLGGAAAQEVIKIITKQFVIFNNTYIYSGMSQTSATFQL
FAS-TE inh = FAS thioesterase (human) inhibition. 360,000 tested, 0.67% active. P49327. inhibition, % at 15 µM. recombinant FAS-TE, OMFH fluorogenic substrate, fluorescence endpoint;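 active means compounds whose normalised, plate-corrected inhibition of enzyme fluorescence in the single-dose primary screen is 50% or more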;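 further: 0% = DMSO with enzyme and 100% = substrate without enzyme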
Rin1 Abl inh = inhibitors of human Rin1-Abl protein interaction. P00519+Q13671. TR-FRET Rin1/Abl binding, biochemical. inhibition, % at 7.35 µM. 360,000 tested, 0.4% active; in the data active means inhibition above about 5%, passing the limit was not always enough
E coli Lon inh = inhibits E. coli Lon protease | P0A9M0 | purified E. coli Lon protease, fluorescence polarization | inhibition, % at 7.94 µM | 360,000 tested, 0.42% active | AID 602123; in the data active means inhibition above about 13%, passing the limit was not always enough;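 further: 0% = enzyme with probe and DMSO and 100% = no enzyme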
MsrA inh = inhibits bovine methionine sulfoxide reductase A | purified bovine MsrA, absorbance read-out | inhibition, % at 15.5 µM | 360,000 tested, 0.75% active; in the data active means inhibition above about 4.5%;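 further: 0% = vehicle wells with enzyme and 100% = reference inhibitor wells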
SKN-1 block = C. elegans SKN-1 inhibition; inhibition, % at 21.8 µM; AID 624304; 360,000 tested, 0.49% active; C. elegans VP596 Pgst-4::GFP/RFP ratio, acrylamide-induced, 24 h;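 active means interference check ratio from 0.5 to 1.5 plus GFP to RFP signal ratio inhibition reaching or exceeding a fixed threshold, cut at about 30% in these data, passing the limit was not always enough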; further: some compounds called inactive have numbers as strong as hits
bovine MsrA act = activates bovine MsrA enzyme. activation, % at 10.6 µM. 360,000 tested, 0.3% active. purified bovine MsrA, absorbance read-out; in the data active means activation above about 7.5%;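 further: 0% = vehicle and 100% = reference activator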
* = called active by the depositor; i = inactive; / = no result given; + = active, no number.

SMILES | NRP1-CendR mod | MT1-MMP act inh | Neddylation inh | FAS-TE inh | Rin1 Abl inh | E coli Lon inh | MsrA inh | SKN-1 block | bovine MsrA act
O=[N+]([O-])c1cccc(C(=Nc2ccc(Cl)cc2)NO)c1 | 3 | -1 | i | 6 | 1 | -1 | 1.7 | 15 | 1
CC(=O)CCC(=O)CNC(=O)CC[C@H]1O[C@@H](n2ccc(=O)[nH]c2=O)[C@H](O)[C@@H]1O | 4 | -1 | i | 2 | 0 | 1 | 0.9 | 6 | -9
COc1ccccc1CCCNC(=O)C1CCC(=O)N(CCc2cccc(F)c2)C1 (configuration not stated) | -1 | -4 | i | -2 | -1 | 5 | -1.0 | 2 | -1
Cc1cc2oc(=O)cc(CN3CCOCC3)c2c(C)c1Cl | -1 | -7 | i | 5 | -1 | -2 | -1.2 | 2 | -3
CCC(C)NC(=O)C1CCN(S(=O)(=O)c2cccnc2)CC1 (configuration not stated) | 2 | 1 | i | -1 | -2 | 9 | -1.0 | 2 | -2
O=C(NCCc1ccccc1)[C@@H]1CC=C[C@@H]2CCN(Cc3ccc(Cl)c(Cl)c3)C(=O)[C@@H]21 | 8 | 1 | i | 40 | -1 | -7 | 2.4 | -12 | -1
CN(C)S(=O)(=O)c1cccc(NC(=O)COc2ccccc2C(=O)Nc2ccccc2)c1 | 13 | 9 | i | 26 | -1 | -1 | 0.6 | 3 | -2
O=C1OC(/C=C/c2ccc(Cl)cc2Cl)=NC/1=C\c1cccs1 | -10 | 0 | i | 13 | -3 | -4 | -0.6 | 4 | -6
COc1ccc(OCC(=O)c2c(O)c3ccccc3oc2=O)cc1 | -9 | -1 | i | -3 | 1 | -8 | / | 12 | -3
O=C(COC(=O)CCCSc1nc2ccccc2[nH]1)Nc1ccc(Cl)cc1 | 2 | 2 | i | 6 | -1 | -2 | 0.8 | 4 | -3
CCn1c2ccccc2c2cc(NC(=O)CNCC3CCCO3)ccc21 (configuration not stated) | -10 | -3 | i | 0 | 1 | -1 | 0.7 | 14 | -1
CCN(C(=O)COC(=O)C(C)(C)Oc1ccc(Cl)cc1)c1c(N)n(Cc2ccccc2)c(=O)[nH]c1=O | -2 | 2 | i | -4 | 1 | 0 | 0.7 | 4 | 2
CCC(C)Sc1nc(O)cc(=O)[nH]1 (configuration not stated) | 2 | 1 | i | -8 | -1 | -5 | -0.3 | 8 | -7
CCN(CC)CCNC(=O)c1c(O)c2cc(OC)c(OC)cc2[nH]c1=O | -5 | 7 | / | -9 | -1 | -3 | 1.2 | -1 | -8
COc1ccc(Cl)cc1NC(=O)c1cccc(N2C(=O)C3CC=CCC3C2=O)c1 (configuration not stated) | -18 | 6 | i | 20 | 0 | 2 | 1.4 | 6 | -7
COC(=O)c1ccc(NC(=O)CNC(=O)C2CCCCC2)cc1 | -5 | 0 | i | -8 | 2 | -13 | -0.8 | 4 | 0
COc1ccccc1C(=O)N1CCN=C1SC | 9 | 6 | i | -4 | -1 | 8 | 0.9 | -8 | -1
O=C(CCn1nc(-c2ccccc2)ccc1=O)N1CCOCC1 | 4 | -1 | i | -9 | -3 | -11 | 2.3 | -4 | -3
Cc1ccc(NC(=O)c2cccc(C(=O)Nc3ccc(C)cc3C(=O)O)c2)c(C(=O)O)c1 | -78 | 0 | i | -6 | -3 | -5 | 1.1 | -11 | -5
CN(C)c1nc(N)nc(Nc2ccccc2C#N)n1 | -6 | -8 | i | -5 | 0 | -7 | 0.2 | 7 | -4
CCCCN1C(=O)C(CC(=O)NCC2CCCCC2)CC(C(=O)N(CC)CC)=C1C (configuration not stated) | -1 | -1 | i | -6 | -1 | -11 | 2.0 | 2 | -5
S=c1nc(-c2ccccc2)c(-c2ccccc2)n[nH]1 | 0 | 3 | i | -6 | -3 | 12 | 0.5 | 15 | -3
O=C(CCNC(=O)C1CCN(S(=O)(=O)c2ccccc2)CC1)NCc1ccc(Cl)cc1Cl | 4 | 3 | i | 20 | 1 | -4 | 0.2 | -6 | -7
CCC(O)(CC)C(=O)NN(C(=O)CCl)c1ccccc1 | 3 | -1 | i | -8 | -5 | -7 | -0.3 | 0 | -3
CSc1ccc(Cn2c(C)c(C(=O)NCc3ccc4c(c3)OCO4)sc2=O)cc1 | -13 | 2 | i | 19 | 1 | 0 | 0.8 | 7 | -3

Grouped by structure: the entries above containing an aryl thioether with sulfur outside any ring
SMILES | NRP1-CendR mod | MT1-MMP act inh | Neddylation inh | FAS-TE inh | Rin1 Abl inh | E coli Lon inh | MsrA inh | SKN-1 block | bovine MsrA act
O=C(COC(=O)CCCSc1nc2ccccc2[nH]1)Nc1ccc(Cl)cc1 | 2 | 2 | i | 6 | -1 | -2 | 0.8 | 4 | -3
CCC(C)Sc1nc(O)cc(=O)[nH]1 (configuration not stated) | 2 | 1 | i | -8 | -1 | -5 | -0.3 | 8 | -7
CSc1ccc(Cn2c(C)c(C(=O)NCc3ccc4c(c3)OCO4)sc2=O)cc1 | -13 | 2 | i | 19 | 1 | 0 | 0.8 | 7 | -3

Next structures follow:
SMILES | NRP1-CendR mod | MT1-MMP act inh | Neddylation inh | FAS-TE inh | Rin1 Abl inh | E coli Lon inh | MsrA inh | SKN-1 block | bovine MsrA act
O=C(CS(=O)(=O)Cc1ccccc1)NCC1CCCO1 (configuration not stated) | 0 | -5 | i | -7 | -3 | -4 | -0.2 | 8 | -3
COc1ccc(C2=NO[C@@H]3[C@@H]4C[C@@H]([C@H]5C(=O)N(c6ccc7c(c6)OCO7)C(=O)[C@@H]45)[C@H]23)cc1OC | 1 | 2 | i | -3 | -3 | -7 | -0.2 | -6 | -1
Cc1cccn2c(=S)[nH]nc12 | -2 | 3 | / | -7 | 0 | 2 | 0.4 | 11 | 6
CCCCOc1ccc(/C=C(\C(=O)O)c2ccc(S(=O)(=O)N3CCCC3)s2)cc1 | -12 | -9 | i | 6 | 0 | -13 | 0.8 | 12 | -2
CCOC(=O)CC1(CCc2ccccc2)Oc2ccccc2O1 | 8 | 3 | i | / | / | / | 0.1 | 11 | /
O=C(Oc1ccc[nH]c1=O)C1CC1 | -18 | 3 | i | -5 | -2 | -1 | -1.0 | 20 | 0
Cc1ccc(S(=O)(=O)N2CCN(C(=O)CSc3nccn3C)CC2)cc1 | 0 | 2 | i | -3 | -3 | 8 | -1.1 | 2 | -8
CCN(CC(=O)Nc1c(F)cccc1F)C(=O)c1cccc(S(=O)(=O)N2CCCc3ccccc32)c1 | 13 | 0 | i | 9 | 2 | 0 | -0.1 | -1 | -6
CCOC(=O)c1cccc2c(=O)c(C(=O)c3ccc(Cl)cc3)c(C(=O)OC)[nH]c12 | -6 | 1 | i | -2 | -2 | 16 | 0.1 | 13 | -2
Cc1cc(C)cc(NC(=O)CN2CCc3ccccc3C2)c1 | 7 | -2 | i | 5 | -2 | -8 | 1.3 | 19 | -2
COC(=O)Cc1ccc(NC(=S)N2CCN(C)CC2)cc1 | 0 | 0 | i | -8 | 4 | -4 | -0.2 | 1 | -1
COc1ccc(/C=C/C(=O)c2ccc3c4c(cccc24)CC3)cc1 | 4 | 3 | i | 26 | 2 | -7 | 2.8 | 4 | -5
COCCNC(=O)C(c1ccncc1)N(Cc1ccccc1)C(=O)Cn1nnc2ccccc21 (configuration not stated) | 8 | -1 | i | -7 | 0 | -2 | 0.6 | -12 | -6
CCCn1c(=S)[nH]c2cc(C(=O)N3CCN(c4ccccc4)CC3)ccc2c1=O | -6 | 4 | i | 4 | 1 | -7 | 0.9 | -11 | -2
O=C(CSc1nc2ccccc2[nH]1)N/N=C/C=C\c1ccccc1[N+](=O)[O-] | -13 | 2 | i | 3 | -3 | -3 | 0.4 | 6 | -1
COc1ccc(-c2nnn(Cc3ccccc3)n2)cc1OC | -14 | -1 | i | 9 | 3 | 1 | 1.0 | 14 | -3
O=C(OCCCN=C1NS(=O)(=O)c2ccccc21)c1ccccc1 | 16 | -2 | i | -1 | 0 | -9 | 0.4 | -2 | -3
COc1ccc2c(OC)cc(=O)n(C)c2c1 | -3 | 3 | i | -6 | 2 | 9 | 1.2 | -4 | -3
COc1ccc(-c2cc3cccc(OC)c3oc2=O)cc1 | 0 | 3 | / | 13 | 0 | -6 | 1.3 | -7 | -9
S=c1[nH]nc(Cc2cccs2)n1-c1ccccc1 | 5 | 2 | i | -11 | -1 | 6 | 0.7 | 7 | 2
Cn1c(CNC(=O)c2ccco2)nnc1SCC(=O)Nc1cccc(F)c1 | 12 | -1 | i | -6 | 0 | -3 | -0.5 | 2 | -3
CCOC(=O)c1c(C)n(C)c2ccc(OC)c(NC(=O)CN3CCN(C(=O)c4ccco4)CC3)c12 | 2 | -2 | i | -2 | 2 | 0 | 1.2 | 4 | -3
O=C(COC(=O)/C=C/c1ccccc1)NNC(=O)c1ccc([N+](=O)[O-])cc1 | -10 | 0 | i | -2 | 0 | 1 | 1.1 | -1 | -2
CN(CCc1ccccn1)C(=O)CCC1CCCN(C(=O)c2ccccn2)C1 (configuration not stated) | 9 | -1 | i | -4 | 2 | 5 | -1.0 | -13 | -8
O=C(Nc1ccccc1Cl)N1CCN(C/C=C/c2ccccc2)CC1 | -5 | 1 | i | -6 | 0 | 2 | 0.3 | 19 | -2

New compounds follow
SMILES | NRP1-CendR mod | MT1-MMP act inh | Neddylation inh | FAS-TE inh | Rin1 Abl inh | E coli Lon inh | MsrA inh | SKN-1 block | bovine MsrA act
Cn1c(=O)c2c(nc(CN3CCN(Cc4ccccc4)CC3)n2Cc2cccc(Cl)c2)n(C)c1=O | -5 | -5 | i | 32 | 5 | 6 | -0.8 | 6 | 1
CC1CN(C(=S)SCC(=O)c2ccccc2)CC(C)O1 (configuration not stated) | -14 | 4 | i | -3 | 2 | 2 | -1.6 | 6 | -2
O=C(Nc1cccc(NC(=O)c2cccs2)c1)c1ccc2c(c1)OCO2 | 3 | 1 | i | 8 | -4 | 4 | 0.5 | 1 | -9
COCCn1c(C)cc(C(=O)COC(=O)c2ccc(N3CCCC3=O)cc2)c1C | 9 | 4 | i | -3 | 1 | -6 | 0.7 | 1 | -2
CSc1ccc(OC2(C)CCN(Cc3ccccc3)C2)cc1 (configuration not stated) | 1 | 4 | i | 2 | -4 | -6 | -0.7 | 14 | -5
COc1ccc(-c2csc3ncnc(N4CCN(S(=O)(=O)c5ccccc5C#N)CC4)c23)cc1 | -8 | -10 | i | 40 | -2 | -15 | 0.0 | 4 | -4
O=C(O)c1ccc(OS(=O)(=O)c2ccc(Cl)s2)c(Cl)c1 | -8 | 3 | i | -3 | 1 | -7 | -0.6 | -7 | -2
CCC1CCCCN1C(=O)N[C@@H](Cc1ccccc1)C(=O)O (some centres not stated) | 6 | -7 | i | -3 | -1 | -1 | -0.1 | 7 | -1
COc1ccc(CN2C(=O)C(CC(=O)NCCN3CCOCC3)CC(C(=O)N3CCCCCC3)=C2C)cc1 (configuration not stated) | -8 | 8 | i | -3 | / | -5 | -0.8 | 8 | -3
CC(C)CNC(=O)COC(=O)/C=C/c1ccccc1[N+](=O)[O-] | 1 | 5 | i | 6 | -5 | -3 | -0.2 | 15 | 2
NC(=O)c1cnn2c(-c3cccc(C(F)(F)F)c3)ccnc12 | 4 | 2 | + | -3 | 1 | -2 | 0.0 | -9 | -5
COc1ccc(N(C(C)C(=O)NN=C2CCCC2)S(C)(=O)=O)cc1 (configuration not stated) | 8 | 1 | i | -7 | 2 | -3 | -0.2 | 2 | -5
CCN(CC)C(=O)C1=C(C)N(CCCN2CCCC2=O)C(=O)C(CC(=O)NC2CCCCC2)C1 (configuration not stated) | 0 | -1 | i | -11 | -1 | -4 | 0.3 | -3 | -4
CCC1(C(=O)OC)NC(c2cccc(F)c2)C2C(=O)N(C)C(=O)C21 (configuration not stated) | -15 | 2 | i | -9 | 2 | -4 | -0.5 | -23 | -9

Looked up by structure from the list above:
SMILES | NRP1-CendR mod | MT1-MMP act inh | Neddylation inh | FAS-TE inh | Rin1 Abl inh | E coli Lon inh | MsrA inh | SKN-1 block | bovine MsrA act
COc1ccc(/C=C/C(=O)c2ccc3c4c(cccc24)CC3)cc1 | 4 | 3 | i | 26 | 2 | -7 | 2.8 | 4 | -5
CC(C)CNC(=O)COC(=O)/C=C/c1ccccc1[N+](=O)[O-] | 1 | 5 | i | 6 | -5 | -3 | -0.2 | 15 | 2
